High-throughput results from PubChem.
B2AR arrestin – recruits beta-arrestin to the human beta2-adrenergic receptor; AID 492947; beta-arrestin recruitment to beta2AR, cell-based reporter; P07550; actives 0.02% (n = 330,000); Potency, µM (doses to about 46.1 µM), for the others: top-dose activation, most hits filed as activators;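 also: potency is read from the fitted curve at half-maximal effect; 0% = DMSO controls and full agonism = EC100 isoproterenol or metaproterenol; nearly all actives have a fitted effect of over 65% in size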
p53 reactivator – restores transcriptional activity of mutant p53; H1299 p53-A138V BP100-luciferase reporter, luminescence, 24 h; Potency, µM (doses to about 92.2 µM), for the others: top-dose activity change, positive = activation, usual class: activators; actives 0.063% (n = 320,000); also: potency is read from the fitted curve at half-maximal effect; % of control where 0% means no effect; nearly all actives have a fitted effect of over 45% in size
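p53-null H1299 cells stably carrying temperature-sensitive p53-A138V and a BP100-luciferase reporter were pinned with compounds (4-point, 1:5 series) and held 24 hrs at 37 deg C. Luminescence was read 10 min after detection reagent.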
TRPV1 agonist – agonists of human vanilloid receptor 1 (TRPV1); Q8NER1; TRPV1-expressing cells, Fluo-8 calcium influx, agonist mode; activation, % at 8.33 µM; actives 0.19% (n = 320,000); in the data active = activation above about 80%; inconclusive = between about 30% and that limit; also: 0% is about no effect
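Cells expressing TRPV1 were dye-loaded with Fluo-8 and read kinetically: 10 s baseline, 3 min after compound (agonist portion), then 2 min after EC20 capsaicin (allosteric enhancer portion). Calcium-bound dye fluorescence at 480/520 nm.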
ELG1 DNA repair – blocks ELG1-dependent DNA repair in HEK293T cells; Potency, µM (top dose mostly 46.1 µM), without a hit: at the highest dose activity change, negative = inhibition, most hits filed as inhibitors; actives 2.3% (n = 330,000); HEK293T ELG1-luciferase reporter, luminescence, 16 h; DNA damage induced by 5-fluorouridine; AID 504467; also: potency is read from the fitted curve at half-maximal effect; % is scaled to controls: 0 for no effect and ±100 for the full control effect; nearly all actives have a fitted effect of over 55% in size
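Cells (2,000 per well) received 5-fluorouridine plus test compound or DMSO and were incubated 16 hr at 37 °C, 5% CO2. Luciferase activity was read by luminescence 30 min after ONE-Glo addition; signal suppression marked inhibition of damage-induced ELG1 function.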
CXXC DNA block – MLL CXXC-DNA interaction inhibition; Q03164; MLL-CXXC / FITC-HOXA9 DNA fluorescence polarization; Potency, µM (titrated, usually from 115 µM), inactives show at the highest dose activity change, negative = inhibition, usual class: inhibitors; actives 0.037% (n = 290,000); active = well fitted inhibition curve with a large enough effect in the polarisation, with a control signal flat, not every such curve was filed as active; inconclusive = small, poorly fitted or top-dose-only effect, or effect the other way, or a change in a side signal; inactive = no such curve, though single readings can be large or run the other way; the % refers to the polarisation; also: potency is read from the fitted curve at half-maximal effect
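Steps: dispense CXXC domain solution (7 uM) → pin compounds or unlabeled HOX-A9 DNA control → 5 min ambient → add FLSN-HOX-A9 solution (50 nM) → spin → 30 min ambient → fluorescence polarization. Tris pH 7.5/NaCl/DTT/BSA buffer.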
PTAP TSG101 blk – blocks PTAP/TSG101 interaction to inhibit HIV-1 budding. Q99816. Fluorescence polarization, FITC-PTAP peptide / Tsg101 binding. Potency, µM (titrated, usually from 115 µM), for inactives: at the top dose activity change, negative = inhibition, most hits filed as inhibitors. 340,000 tested, under 10 active; active = well fitted inhibition curve with a large enough effect in the main read-out, with a control signal flat, not every such curve was filed as active; inconclusive = small, poorly fitted or top-dose-only effect, or effect the other way, or a change in a side signal; inactive = no such curve, though single readings can be large or run the other way; also: potency is read from the fitted curve at half-maximal effect; % of control where 0% means no effect
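Fluorescence polarization binding of Tsg101 binding domain (10 uM final) to FITC-labeled PTAP peptide (50 nM final) in HEPES pH 7.5 buffer with NaCl, Tween 20, EDTA, TCEP. Compounds added before peptide; binding 20 min at RT.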
BRCA1 expr up – increases BRCA1 expression; MCF7-BRCA1-FFLuc reporter, luminescence, 48 h; response scale: scaled: vehicle 0%, 10 µM genistein 100%; Potency, µM (series often up to 46.1 µM), without a hit: top-dose activation, usual class: activators; actives 1.1% (n = 380,000); AID 624202; also: potency is read from the fitted curve at half-maximal effect; nearly all actives have a fitted effect of over 80% in size; some results filed as inactive show a strong effect at the top dose
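MCF7-BRCA1-FFLuc cells, 2000/well in phenol-red-free MEM, attached 2 h then treated 48 h at 37 C. Luciferase luminescence read 15 min after reagent; normalized to genistein maximum activation (10microM) and DMSO, concentration-response fitted.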
A-T KAP1 phos – candidate therapy for ataxia-telangiectasia; […] A-T fibroblasts, KAP-1 phosphorylation AlphaLISA; neocarzinostatin DNA damage 30 min before lysis; Potency, µM (highest dose often 57.5 µM), for the others: top-dose activation, actives largely listed as activators; actives 0.19% (n = 320,000); AID 485349; also: potency is read from the fitted curve at half-maximal effect; % of control where 0% means no effect; nearly all actives have a fitted effect of over 45% in size
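ATM-like activity read as KAP-1 phosphorylation via AlphaLISA donor/acceptor antibody pairs after lysis and 6 hr at 25C. Cells were ATM-null patient fibroblasts ([…], hTERT), dosed 60 min, then exposed to the DSB inducer NCS for 30 min.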
TCR activator – activates T cell receptor signaling; primary human leukocytes, anti-CD3, IL-2 HTRF, 48 h; Potency, µM (series often up to 9.22 µM), without a hit: top-dose activation of IL-2 secretion, most hits filed as activators; 330,000 tested, under 10 active; AID 504894; also: % of control where 0% means no effect
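48 hr co-incubation of compounds, a-CD3 beads and primary human leukocytes; IL-2 quantified homogeneously by HTRF with anti-IL-2 K and d2 conjugates.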
Integrin act MD – integrin-mediated muscular dystrophy alleviation activation; alpha7betagal myoblasts, beta-gal FDG fluorescence, 48 h; actives 0.064% (n = 350,000); AID 624291; Potency, µM (top dose mostly 38.3 µM), for inactives: at the highest dose activation, hits mostly activators;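 also: potency is read from the fitted curve at half-maximal effect; 100% = response of the positive control SU9516; nearly all actives have a fitted effect of over 60% in size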
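Alpha7betagal+/- myoblasts (passage 13) were plated 16-24 hr, then exposed to compounds (1:260 dilution of DMSO stock) for 48 hours at 37C. After MPER lysis, β-galactosidase reporter activity was read as FDG fluorescence (ex 480/em 540) after 30 minutes.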
The depositor's hits bear a star; u = inconclusive; x = not tested or not shown; & = joins results of further samples; [ ] = another dose, or the depositor's remark. Unless noted, calls follow the shape of the dose curve; as a rule, active = well fitted curve in the direction sought with a large enough effect; inconclusive = small, poorly fitted or top-dose-only effect, or another doubt; inactive = no such curve, though single readings can be large; an effect the other way counts as inactive or inconclusive.

SMILES	B2AR arrestin	p53 reactivator	TRPV1 agonist	ELG1 DNA repair	CXXC DNA block	PTAP TSG101 blk	BRCA1 expr up	A-T KAP1 phos	TCR activator	Integrin act MD
Cn1c(=O)c(C(=O)NCCc2ccc(Cl)cc2)c(O)c2ccccc21	-0.6%	x	-4	7%	-8%	0%	-30%	-2%	1%	-13%
COC(=O)c1ccccc1S(=O)(=O)N1CCC(C(=O)OCC(=O)NC2CCCCC2C)CC1 (configuration not stated)	0.3%	-5%	2	0%	x	-6%	10%	-1%	5%	0%
CCOC(=O)N1CCN(C(=O)c2cc(-c3ccncc3)nc3ccccc23)CC1	-0.2%	-4%	6	u	x	2%	-86%[inhibitor]	6%	-1%	-11%
COc1cccc(NC(=O)N(C2CCCCC2)C(C)c2cccs2)c1 (configuration not stated)	-0.4%	9%	1	8%	15%	0%	2%	-7%	-8%	5%
COC(=O)C1=C(C)OC(N)=C(C#N)C1C1CCCCC1 (configuration not stated)	-0.3%	0%	x	21%	-8%	-4%	7%	-1%	-15%	10%
NS(=O)(=O)c1ccc(CCNC(=O)CNC(=O)c2ccccc2F)cc1	-0.6%	-5%	-5	15%	42%[activator]	-3%	-14%	7%	-2%	18%
CN(C(=O)c1ccc(Cl)cc1)C1=CCCCC1CCC#N (configuration not stated)	-0.7%	-7%	2	4%	12%	-1%	-10%	-2%	-2%	6%
O=C(NCc1ccccn1)c1cnc2sccn2c1=O	-0.8%	-10%	0	4%	-11%	-5%	-4%	-1%	-3%	-2%
CCN(CC)CCNC(=O)c1cc(Sc2nnc(C)s2)nc2ccccc12	-2.0%	-3%	-2	12%	1%	-2%	-9%	-7%	-5%[46.1 µM]	-16%
O=C(COC(=O)c1ccc2ncsc2c1)NC(=O)c1ccccc1	0.0%	9%	-2	5%	-9%	-2%	22%	-5%	x	3%
FC(F)(F)c1nnc2ccc(-n3ccnc3)nn12	-0.2%	4%	0	13%	13%	-8%	-12%	12%	-3%	30%
O=C(C1CCC(CNc2c(N3CCCCC3)c(=O)c2=O)CC1)N1CCCC1 (configuration not stated)	-0.4%	-4%	1	3%	9%	-5%	0%	9%	0%	0%
O=C(CCNS(=O)(=O)c1ccccc1C(F)(F)F)NCCCc1ccccc1	-0.8%	4%	0	12%	x	-6%	-6%	-1%	6%	16%
Cc1ccc(NC(=O)C2CCCN(S(=O)(=O)c3c(C)noc3C)C2)cc1 (configuration not stated)	0.0%	-3%	20	-25%	9%	-3%	-11%&-8%	5%	8%	1%
O=C(COC(=O)/C=C/c1ccc(Cl)cc1)Nc1ccc2[nH]c(=O)[nH]c2c1	-0.2%	-2%	0	11%	x	0%	-2%	1%	4%	-8%
COc1ccc(CNC(=O)CSc2nnnn2C)cc1OC	0.2%	2%	0	11%	-10%	-1%	4%	4%	5%	17%
COc1ccc(NC2CCCN(C(=O)c3ccccc3N3CCOCC3)C2)cc1OC (configuration not stated)	-0.8%	6%	-3	-2%	0%	0%	1%	-1%	5%	-2%
O=C(COC(=O)C1=NN(c2ccccc2)C(=O)CC1)Nc1ccc([N+](=O)[O-])cc1C(F)(F)F	0.0%	0%	-1	12%	x	-5%	14%	-5%	6%	-28%
COc1ccccc1CN1C(=O)c2cccc3cccc(c23)C1=O	-0.7%	-34%[inhibitor]	4	3%	5%	-1%	-2%	5%	9%[46.1 µM]	1%
O=C(NC(=S)Nc1ccc(N2CCOCC2)c(Cl)c1)C(c1ccccc1)c1ccccc1	-0.4%	5%	1	-29%	9%	-11%	-44%	-5%	-6%	10%

Overlap with the part before: three compounds, followed by the next part.
SMILES	B2AR arrestin	p53 reactivator	TRPV1 agonist	ELG1 DNA repair	CXXC DNA block	PTAP TSG101 blk	BRCA1 expr up	A-T KAP1 phos	TCR activator	Integrin act MD
O=C(COC(=O)C1=NN(c2ccccc2)C(=O)CC1)Nc1ccc([N+](=O)[O-])cc1C(F)(F)F	0.0%	0%	-1	12%	x	-5%	14%	-5%	6%	-28%
COc1ccccc1CN1C(=O)c2cccc3cccc(c23)C1=O	-0.7%	-34%[inhibitor]	4	3%	5%	-1%	-2%	5%	9%[46.1 µM]	1%
O=C(NC(=S)Nc1ccc(N2CCOCC2)c(Cl)c1)C(c1ccccc1)c1ccccc1	-0.4%	5%	1	-29%	9%	-11%	-44%	-5%	-6%	10%
OC(CSc1c(Cl)cccc1Cl)CN1CCN(c2ccc(F)cc2)CC1 (configuration not stated)	0.1%	-11%	-1	u	-5%	-2%	-7%	-1%	-34%	23%
c1ccc(-c2ccccc2OCCN2CCOCC2)cc1	-1.5%	-4%	1	-8%	-9%	-1%	19%	1%	11%[46.1 µM]	-4%
CC(=O)N1C(=O)C2(Nc3ccccc3N2)c2ccccc21	x	x	0	x	-4%	-1%	23%	x	0%	16%
CC(=O)Nc1nnc(SCC(=O)Nc2ccc3c(c2)OCCO3)s1	0.4%	8%	-3	-9%	0%	x	1%	4%	1%	12%
CCN(CC)CCCNC1=C(Cl)C(=O)c2ccccc2C1=O	-1.0%	-11%	-2	u	0%	0%	-91%[inhibitor]	-3%	-31%	-74%[inhibitor]
CN(C(=O)COC(=O)Cc1c(F)cccc1Cl)c1c(N)n(Cc2ccccc2)c(=O)[nH]c1=O	-0.1%	-2%	0	11%	x	1%	-13%	2%	-1%	-4%
Cc1c(C(=O)N2CCCCC2)oc2ccc(S(=O)(=O)N3CC(C)CC(C)C3)cc12 (configuration not stated)	0.0%	-2%	24	-2%	0%	-5%	-60%	-1%	0%	-23%
COc1ccc(/C=N/NC2=NS(=O)(=O)c3ccccc32)cc1OC(C)=O	-0.2%	0%	4	u	5%	0%	-25%	-9%	-5%	41%
CCN(CC)S(=O)(=O)c1ccc(C(=O)NN(C)C2=NS(=O)(=O)c3ccccc32)cc1	-0.9%	u	1	-6%	-13%	-4%	1%	3%	6%	7%
COc1cccc(CN(C)C(=O)CSC(C)C(=O)Nc2cc(C)on2)c1OC (configuration not stated)	-0.7%	-1%	-2	-3%	x	1%	14%	11%	3%	-7%
COC(C[C@H](O)C[C@@H](O)[C@@H](C)OCc1ccccc1)OC	0.4%	5%	-3	5%	-11%	1%	-4%	-3%	3%	5%
CN(C)C(=O)Cn1nc(-c2ccccc2)c2ccccc2c1=O	-0.4%	-6%	-5	7%	2%	-5%	0%	-9%	5%	20%
CN1CC=C2C(C#N)=C(N)C(C#N)(C#N)C(c3ccsc3)C2C1 (configuration not stated)	-0.3%	25%	2	-6%	-22%	-16%	0%	1%	-2%	-9%
COc1cc(OC)c(OC)cc1/C=N/NC(=O)c1cnccn1	-0.1%	-6%	0	-5%	-11%	-1%	17%	-1%	0%	u
C=C(C)CNC(=O)c1ccc(OC2CCN(C(=O)COC)CC2)cc1	x	x	x	x	x	1%	5%	x	-2%	-16%
Cc1ccc(C)n1-c1ccc(-c2nnco2)cc1	-1.1%	15%	4	16%	-4%	x	x	x	x	x
O=C(COc1cccc2ccccc12)NNC(=O)C1CCCO1 (configuration not stated)	0.2%	-12%	0	-10%	3%	-5%	10%	8%	-1%	6%
CCc1ccc(OCC(=O)N/N=C2\CC(=O)c3ccccc32)cc1	-0.6%	-12%	0	u	1%	x	x	4%	x	x
CCCCNC(=O)COC(=O)c1c2c(nc3ccccc13)/C(=C\c1cccs1)CC2	x	x	x	x	x	-8%	-73%[inhibitor]	x	-1%	-56%[inhibitor]
CCOC(=O)Cc1csc(NC(=O)Nc2cccs2)n1	0.3%	15%	25	2%	13%	1%	68%	-4%	-6%	4%
O=C(c1ccncc1)N1CCN(S(=O)(=O)c2ccccc2Br)CC1	0.3%	2%	-2	16%	x	0%	13%	3%	1%	12%
COc1ccc(C2c3c(nc[nH]c3=O)Oc3nc[nH]c(=O)c32)cc1	2.9%	1%	-2	-9%	36%[activator]	x	x	-26%	x	x
O=[N+]([O-])c1ccc(Cl)c(CN2CCN(c3ncccn3)CC2)c1	0.4%	x	22	12%	-3%	-1%	-14%	0%	5%	-18%
CCCCOc1ccc(CN(C)c2ncnc(N)n2)cc1	-0.5%	u	2	-9%	2%	x	-58%	4%	-1%[46.1 µM]	-25%
Cc1ccc(O)c(Nc2c3ccccc3nc3ccccc23)c1	-0.7%	11%	3	8.2µM*	30%[activator]	-1%	-24%	4%	5%	-11%
CCOC(=O)C1(CC2CCCCO2)CCN(S(=O)(=O)c2ccccc2)CC1 (configuration not stated)	-0.4%	-3%	22	-2%	8%	-5%	-19%	1%	-5%	-20%
Cc1nn(C)cc1CN(C)C(=O)c1sc2cccc(Cl)c2c1Cl	-0.9%	-7%	10	u	-1%	1%	-11%	13%	-4%	-20%

Compounds were not picked by outcome. About 3.8% of those tested had a hit in this group.
